Assay outcomes as filed in PubChem BioAssay.
CSM14.1 death rescue – protection against thapsigargin-triggered cell killing – 384-well, CSM14.1, ATP luminescence, primary screen (AID 1222); cellular ATP content (survival), % at 20 µM; hits with a dose series show EC50 in µM; CSM14.1 thapsigargin-induced death rescue, ATP luminescence; higher % means a stronger effect; 190,000 tested, under 10 active;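 active = EC50 below 50 µM in the dose-response confirmation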;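 note: death triggered by thapsigargin at about 15 µM added after 2 h compound pretreatment; cell ATP read after overnight thapsigargin exposure of roughly 18 to 22 hours; normalized against plate controls of thapsigargin alone and 5% DMSO vehicle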
Ins promoter up – MIN6 insulin promoter up-regulation; 0.3% of 190,000 active; MIN6 insulin promoter-GFP reporter, high-content imaging; active compounds read high; z-score at 5 µM;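 active = z-score above 3 at 5 µM with at least 500 cells counted in the well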
T cell modulator – modulates CD8 T cell binding to vesicles; 2C CD8+ T cell-vesicle binding, flow cytometry; active compounds read low; 0.068% of 330,000 active; calls only at 7 µM; AID 2052;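 active = response, share of CD8 T cells binding vesicles, and their 90th percentile fluorescence all below set limits, cut at about 80% in these data, passing the limit was not always enough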
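Material: 2C TCR transgenic mouse naive CD8+ T cells, MACS-purified. Also added: QL9-charged Drosophila Ld/ICAM-1/B7-1 vesicles. Timing: binding 1.5 h at 37 °C. Measured by: high-throughput flow cytometry with anti-B7-1 and anti-CD8 staining. Read-out: percent CD8+ FL2 mean versus row control. Controls: Unloaded micro-vesicles (low), QL9 vesicles with 0.7% DMSO (high).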
MT stabilize HCS – microtubule stabilizers in HeLa cells; HeLa tubulin immunostaining HCS, 24 h; share of cells brighter than vehicle mean+2SD; % tubulin-high responders, % at 10 µM; 0.83% of 200,000 active;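 active = plate Z-score above 3 for both tubulin-high and condensed-nucleus cell shares, with cell loss under 80%, at 10 µM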;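 note: anti alpha tubulin signal scored within the nucleus-defined area of each cell; some results filed as inactive read as strong as hits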
Autophagy HCS – autophagy modulation, high-content screen. MEF GFP-LC3 puncta imaging; test concentration mostly 10 µM. calls only at 10 µM (by protocol). 0.98% of 190,000 active;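 active = percentage of spot-positive cells more than 3 SD above its plate mean, without a fluorescence outlier flag or 80% toxicity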;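 note: spot-positive cell cutoff set from DMSO-treated cells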
PhoP inhibition – inhibitors of PhoP regulon expression, primary screen, Salmonella Typhimurium, GFP reporter (AID 1863) | S. Typhimurium PhoP-regulated promoter GFP reporter, 4 h; higher % means a stronger effect | inhibition, % at 50 µM; hits with a dose series show IC50 in µM | 0.16% of 300,000 active;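 active = inhibition over 29.93%, a cutoff 3 SD above the screen mean, later confirmed by dose response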;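 note: 0% = low Mg2+ inducing control and 100% = high Mg2+ repressing control; strong numbers were not always called active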
b-catenin transl – alters nuclear translocation of beta-catenin in HeLa cells; immunofluorescence imaging; nuclear translocation activity, % at 5 µM; 0.3% of 190,000 active; AID 1665;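 active = nuclear translocation activity above 50% at 5 µM, with a well cell count of 50 or more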;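 note: per-cell ratio of nuclear to cytoplasmic median beta-catenin stain intensity; plate controls were DMSO negative control for no effect and GSK-3 inhibitor IX positive control for full effect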
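Test system: human HeLa cell line; Doses: 5 µM primary, 0.02–20 µM confirmation; Incubation: 24 h compound exposure, 37°C; Detection: beta-catenin immunofluorescence imaging with DAPI; Read-out: beta-catenin nuclear/cytoplasmic ratio, % activation.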
Lipid droplet – modulators of hepatic lipid droplet formation. AML12 mouse hepatocytes, oleate lipid droplets, BODIPY imaging. inhibition, % at 6.5 µM. 0.4% of 240,000 active. AID 1656;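 active = lipid droplet intensity inhibited by at least 50%, with more than 500 cells counted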
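Assay system: AML12 mouse liver cells | Compound dosing: One dose, 6.5 µM compound | Read-out basis: Droplet intensity reduction, % inhibition | Measured by: Fluorescence imaging, 20x objective, two fields per well | Schedule: Overnight treatment with compound plus oleate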
Dynein transport – blocks dynein driven cargo transport along microtubules; AID 1381; 3617.4 mouse cells, GR-EGFP nuclear translocation imaging; test concentration mostly 20 µM; stimulated with dexamethasone, 1 µM; active compounds read low; 0.47% of 220,000 active; z-score, hits read low;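 active = plate z-score of nuclear minus cytoplasmic receptor signal below a set negative limit, without overly bright fluorescence or cell loss, cut at about -3.5 in these data, passing the limit was not always enough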;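 note: z-score of nuclear minus cytoplasmic ring GR-EGFP intensity difference per well; some compounds called inactive have numbers as strong as hits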
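Medium: Induction medium lacking tetracycline, stripped serum | Probe or stimulus: 1.0 µM final dexamethasone stimulus | Schedule: 48 h induction, then 1 h compound, then 30 min agonist, 37 °C | Signal: Automated 10x imaging of fixed Hoechst-stained cells | Evaluation: Per-cell GR-EGFP intensity, nucleus versus surrounding cytoplasmic ring, well-averaged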
Dynein transport cytoplasmic EGFP – recorded beside Dynein transport, whose call it bears; z-score; measured here: cytoplasmic GR-EGFP intensity; active compounds read high
Dynein transport nuclear GR-EGFP – second read-out of Dynein transport, no call of its own (marks repeat the call); z-score; measured here: nuclear GR-EGFP intensity;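 lower value marks the stronger effect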
Dynein transport cell count – further read-out of Dynein transport, marked with its call; z-score; measured here: cell count per field
Ins promoter up cell count – further read-out of Ins promoter up, marked with its call; cell count; measured here: cytotoxicity, nuclei count;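 total cells summed across four imaged fields per well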
Lipid droplet cells 6.5 µM – further read-out of Lipid droplet, marked with its call; cell count; measured here: cell count, cytotoxicity flag;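 cells counted across two imaged fields per well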
b-catenin transl cell count 5 µM – further read-out of b-catenin transl, marked with its call; cell count; measured here: cell count, cytotoxicity flag
T cell modulator vesicle-bound % – recorded beside T cell modulator, whose call it bears; double positive events, %; measured here: CD8+ vesicle-bound cell fraction;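 binding gate set so that unloaded-vesicle control wells show 10% double positive cells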
MT stabilize HCS Hoechst-high % – further read-out of MT stabilize HCS, marked with its call; % Hoechst-high responders; measured here: nuclear condensation Hoechst responders;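 share of cells brighter than vehicle mean plus two SD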
MT stabilize HCS cytotoxicity % – second read-out of MT stabilize HCS, no call of its own (marks repeat the call); toxicity, %; measured here: cytotoxicity by cell density;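 0% = mean cell density of plate MIN control wells and 100% = no cells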
Autophagy HCS cell loss 18 h – further read-out of Autophagy HCS, marked with its call; toxicity, %; measured here: cell loss, nuclei count;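 cell loss after 18 h compound exposure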
An asterisk follows results filed as active.

`CCN1CCn2c1nc(N1CCOCC1)nc2=O` gave CSM14.1 death rescue -0.8%, Ins promoter up 0.09, T cell modulator inactive, MT stabilize HCS 3.8, Autophagy HCS inactive, PhoP inhibition 11%, b-catenin transl -1.6, Lipid droplet -7, Dynein transport 0.3, Dynein transport cytoplasmic EGFP -0.15, Dynein transport nuclear GR-EGFP 0.19, Dynein transport cell count 0.0058, Ins promoter up cell count 1309, Lipid droplet cells 6.5 µM 803, b-catenin transl cell count 5 µM 1172, T cell modulator vesicle-bound % 23, MT stabilize HCS Hoechst-high % 2.3, MT stabilize HCS cytotoxicity % 2.1 and Autophagy HCS cell loss 18 h -4.
`C=CCc1cccc(CNc2c(C)n(C)n(-c3ccccc3)c2=O)c1O` gave CSM14.1 death rescue -0.3%, Ins promoter up 0.29, T cell modulator inactive, MT stabilize HCS 9.6, Autophagy HCS inactive, PhoP inhibition 2%, Lipid droplet -8, Dynein transport 0.78, Dynein transport cytoplasmic EGFP -0.25, Dynein transport nuclear GR-EGFP 0.68, Dynein transport cell count 0.59, Ins promoter up cell count 1275, Lipid droplet cells 6.5 µM 672, T cell modulator vesicle-bound % 51, MT stabilize HCS Hoechst-high % 19, MT stabilize HCS cytotoxicity % 97 and Autophagy HCS cell loss 18 h -1.
Screening Cc1cccc(CN2CCN(Cc3cnn(-c4ccccc4F)c3)CC2CCO)n1 (stereo unspecified) returned CSM14.1 death rescue -1.0%, Ins promoter up 0.57, T cell modulator inactive, MT stabilize HCS 3.6, Autophagy HCS inactive, PhoP inhibition 0%, b-catenin transl 0.1, Lipid droplet -4, Dynein transport -1.1, Dynein transport cytoplasmic EGFP -0.25, Dynein transport nuclear GR-EGFP -0.46, Dynein transport cell count 0.71, Ins promoter up cell count 1476, Lipid droplet cells 6.5 µM 680, b-catenin transl cell count 5 µM 1137, T cell modulator vesicle-bound % 38, MT stabilize HCS Hoechst-high % 1.2, MT stabilize HCS cytotoxicity % 7.1 and Autophagy HCS cell loss 18 h -22.
For C/C(=N/Nc1ccc(C(=O)O)cc1)c1ccc(O)c(O)c1O the results were CSM14.1 death rescue 1.4%, Ins promoter up 0.05, T cell modulator inactive, MT stabilize HCS 2.6, Autophagy HCS inactive, PhoP inhibition -12%, b-catenin transl -0.3, Lipid droplet 0, Dynein transport -0.36, Dynein transport cytoplasmic EGFP 0.021, Dynein transport nuclear GR-EGFP -0.36, Dynein transport cell count 0.85, Ins promoter up cell count 1252, Lipid droplet cells 6.5 µM 569, b-catenin transl cell count 5 µM 1089, T cell modulator vesicle-bound % 43, MT stabilize HCS Hoechst-high % 2.3, MT stabilize HCS cytotoxicity % 3.2 and Autophagy HCS cell loss 18 h -13.
Screening Cc1cccc(C(=O)NNC2=C(C(=O)C(F)(F)F)CCC2)c1O returned CSM14.1 death rescue 0.0%, Ins promoter up 0.26, T cell modulator inactive, MT stabilize HCS 2.0, Autophagy HCS inactive, PhoP inhibition 4%, b-catenin transl 1.2, Lipid droplet 4, Dynein transport -1.3, Dynein transport cytoplasmic EGFP -0.1, Dynein transport nuclear GR-EGFP -0.43, Dynein transport cell count 1.2, Ins promoter up cell count 857, Lipid droplet cells 6.5 µM 753, b-catenin transl cell count 5 µM 1168, T cell modulator vesicle-bound % 15, MT stabilize HCS Hoechst-high % 0.6, MT stabilize HCS cytotoxicity % 15 and Autophagy HCS cell loss 18 h -11.
For CCOC(=O)C1=C(CSCc2ccccc2)NC(=O)NC1c1cc(C)ccc1C (stereo unspecified) the results were CSM14.1 death rescue -0.8%, Ins promoter up 0.02, T cell modulator inactive, MT stabilize HCS 2.8, Autophagy HCS inactive, PhoP inhibition 5%, b-catenin transl -5.3, Lipid droplet 20, Dynein transport 1.8, Dynein transport cytoplasmic EGFP -0.17, Dynein transport nuclear GR-EGFP 1.4, Dynein transport cell count -1.2, Ins promoter up cell count 900, Lipid droplet cells 6.5 µM 768, b-catenin transl cell count 5 µM 1289, T cell modulator vesicle-bound % 12, MT stabilize HCS Hoechst-high % 2.2, MT stabilize HCS cytotoxicity % 2.0 and Autophagy HCS cell loss 18 h 2.
COc1ccccc1OCCNC(=O)/C=C/c1ccc([N+](=O)[O-])cc1 was read as CSM14.1 death rescue 1.3%, Ins promoter up -0.16, T cell modulator inactive, MT stabilize HCS 3.6, Autophagy HCS inactive, PhoP inhibition 1%, b-catenin transl -0.5, Lipid droplet -20, Dynein transport -0.11, Dynein transport cytoplasmic EGFP -0.24, Dynein transport nuclear GR-EGFP -0.39, Dynein transport cell count 0.71, Ins promoter up cell count 1419, Lipid droplet cells 6.5 µM 724, b-catenin transl cell count 5 µM 529, T cell modulator vesicle-bound % 7, MT stabilize HCS Hoechst-high % 2.2, MT stabilize HCS cytotoxicity % 6.7 and Autophagy HCS cell loss 18 h 4.
Screening COC(=O)[C@@H]1CCCN1Cc1c(C(=O)N2CCCCC2)nc2c(C)cccn12 returned CSM14.1 death rescue -0.3%, T cell modulator inactive, MT stabilize HCS 1.7, Autophagy HCS inactive, PhoP inhibition -4%, b-catenin transl -0.2, Lipid droplet -1, Dynein transport -0.67, Dynein transport cytoplasmic EGFP -0.33, Dynein transport nuclear GR-EGFP -0.3, Dynein transport cell count 0.77, Lipid droplet cells 6.5 µM 686, b-catenin transl cell count 5 µM 1534, T cell modulator vesicle-bound % 54, MT stabilize HCS Hoechst-high % 1.0, MT stabilize HCS cytotoxicity % 1.0 and Autophagy HCS cell loss 18 h 1.
For O=C(COC(=O)c1ccc([N+](=O)[O-])o1)c1ccccc1 the results were CSM14.1 death rescue 2.9%, Ins promoter up 1.3, T cell modulator inactive, MT stabilize HCS 4.7, Autophagy HCS inactive, PhoP inhibition -12%, b-catenin transl -1.6, Lipid droplet 6, Dynein transport -0.19, Dynein transport cytoplasmic EGFP -0.14, Dynein transport nuclear GR-EGFP 0.95, Dynein transport cell count -0.76, Ins promoter up cell count 2282, Lipid droplet cells 6.5 µM 606, b-catenin transl cell count 5 µM 936, T cell modulator vesicle-bound % 31, MT stabilize HCS Hoechst-high % 3.1, MT stabilize HCS cytotoxicity % 3.0 and Autophagy HCS cell loss 18 h -2.
`O=C(CNS(=O)(=O)c1ccc2ccccc2c1)NCCc1ccccn1` gave CSM14.1 death rescue -0.3%, Ins promoter up -0.1, T cell modulator inactive, MT stabilize HCS 1.4, Autophagy HCS inactive, PhoP inhibition -5%, b-catenin transl -0.1, Lipid droplet -4, Dynein transport -0.58, Dynein transport cytoplasmic EGFP -0.36, Dynein transport nuclear GR-EGFP -0.68, Dynein transport cell count -0.5, Ins promoter up cell count 1389, Lipid droplet cells 6.5 µM 721, b-catenin transl cell count 5 µM 1095, T cell modulator vesicle-bound % 21, MT stabilize HCS Hoechst-high % 1.8, MT stabilize HCS cytotoxicity % 3.1 and Autophagy HCS cell loss 18 h 7.
`O=C(CCCSc1nc2sc3c(c2c(=O)[nH]1)CCC3)NCCCO` gave CSM14.1 death rescue 1.1%, Ins promoter up 0.25, T cell modulator inactive, MT stabilize HCS 4.9, Autophagy HCS inactive, PhoP inhibition -2%, b-catenin transl 1.9, Dynein transport -1, Dynein transport cytoplasmic EGFP 0.97, Dynein transport nuclear GR-EGFP -0.42, Dynein transport cell count -0.0023, Ins promoter up cell count 1161, b-catenin transl cell count 5 µM 785, T cell modulator vesicle-bound % 18, MT stabilize HCS Hoechst-high % 3.2, MT stabilize HCS cytotoxicity % 5.9 and Autophagy HCS cell loss 18 h 8.
Screening O=C(CN1CCN(c2ccccc2F)CC1)Nc1ccccc1F returned CSM14.1 death rescue -0.4%, Ins promoter up 0.56, T cell modulator inactive, MT stabilize HCS 3.7, Autophagy HCS inactive, PhoP inhibition -12%, b-catenin transl 2.5, Dynein transport -0.46, Dynein transport cytoplasmic EGFP -0.22, Dynein transport nuclear GR-EGFP -0.29, Dynein transport cell count 0.85, Ins promoter up cell count 990, b-catenin transl cell count 5 µM 529, T cell modulator vesicle-bound % 58, MT stabilize HCS Hoechst-high % 2.4, MT stabilize HCS cytotoxicity % 6.4 and Autophagy HCS cell loss 18 h 2.
